# Screening data: PubChem, National Center for Advancing Translational Sciences (NCATS)
# BRCT inh red: disrupts BRCA1 BRCT binding to phosphoprotein, red fluorophore readout; Potency, µM (top dose mostly 76.9 µM), without a hit: at the highest dose activity change, negative = inhibition, usual class: inhibitors; hit rate 0.03% among 75,000; BRCT-phosphopeptide binding, red fluorescence polarization; note: % is set by controls: 0 for no effect and ±100 for the full control effect
#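 Fluorescence polarization: 100 nM His-tagged BRCA1 BRCT with 100 nM TAMRA-labelled phospho-BACH1 decapeptide, phosphate buffer pH 7.3 with 150 mM NaCl, DTT, 0.01% Tween 20; 12 min RT. Binding inhibition seen as FP decrease.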
# CRE Fsk mod: alters forskolin-stimulated CRE reporter signaling in CHO cells | CHO CRE-bla reporter (cAMP response element driving beta-lactamase), forskolin EC10, beta-lactamase ratio | Potency, µM (top dose mostly 38.2 µM), without a hit: at the top dose activity change, negative = inhibition, most hits filed as activators | hit rate 2.5% among 71,000 | AID 662; active = well fitted activation curve with a large enough effect in the signal ratio, with a control signal flat, not every such curve was filed as active; inconclusive = small, poorly fitted or top-dose-only effect, or effect the other way, or a change in a side signal; the % refers to the signal ratio; note: potency is the fitted concentration of half-maximal effect; % of control where 0% means no effect
#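 Reporter-gene assay: CHO cells with beta-lactamase behind cAMP responsive elements, co-treated with compound and EC10 NKH 477 for 3 hours at 37 degrees Celsius. Activity came from the 460/530 nm CCF4 emission ratio.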
# ALOX15 inhib: inhibitors of human 15-lipoxygenase (ALOX15); P16050; purified 15hLO-1, xylenol orange hydroperoxide absorbance; Potency, µM (highest dose often 57.1 µM), inactives show top-dose activity change, negative = inhibition, actives largely listed as inhibitors; hit rate 1.4% among 74,000; AID 887; note: potency is the fitted concentration of half-maximal effect; % is set by controls: 0 for no effect and ±100 for the full control effect; nearly all actives have a fitted effect of over 55% in size
# Target sequence (P16050 whole entry, looked up): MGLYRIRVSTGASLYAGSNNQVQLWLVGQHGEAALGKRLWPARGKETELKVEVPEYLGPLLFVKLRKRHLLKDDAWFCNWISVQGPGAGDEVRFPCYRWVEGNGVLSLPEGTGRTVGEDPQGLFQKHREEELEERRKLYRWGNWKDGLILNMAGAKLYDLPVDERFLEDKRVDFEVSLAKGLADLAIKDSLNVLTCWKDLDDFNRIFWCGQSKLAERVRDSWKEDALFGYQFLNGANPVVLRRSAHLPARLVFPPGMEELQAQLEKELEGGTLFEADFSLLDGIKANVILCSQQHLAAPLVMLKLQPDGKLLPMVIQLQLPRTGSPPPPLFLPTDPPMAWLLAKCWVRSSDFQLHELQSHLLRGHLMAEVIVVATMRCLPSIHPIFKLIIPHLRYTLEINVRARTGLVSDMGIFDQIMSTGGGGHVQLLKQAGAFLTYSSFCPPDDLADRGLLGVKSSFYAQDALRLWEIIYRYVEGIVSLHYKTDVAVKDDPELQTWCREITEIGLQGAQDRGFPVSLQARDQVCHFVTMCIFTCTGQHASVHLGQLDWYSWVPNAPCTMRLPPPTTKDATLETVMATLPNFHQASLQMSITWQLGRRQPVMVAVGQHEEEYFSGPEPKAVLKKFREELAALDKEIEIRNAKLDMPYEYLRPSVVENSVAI
#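 Purified human 15hLO-1 (40 nM) in 25 mM Hepes pH 7.5, 0.01% Triton X-100, preincubated 15 min RT with compound, then 50 uM arachidonic acid for 6 min. Hydroperoxide read by ferrous/xylenol orange, 30 min; 573/405 nm absorbance ratio gave progress.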
# HBB splicing: alters splicing of the hemoglobin beta chain | hit rate 0.06% among 65,000 | HBB splicing reporter cell assay, activation; EGFP reporter with mutant IVS2-654 intron; response scale: normalised to 500 nM splice-correcting PNA | Potency, µM (titrated, usually from 46.1 µM), for the others: top-dose activation, hits mostly activators; note: potency is the fitted concentration of half-maximal effect; 0% is about no effect
#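 HeLa cells stably expressing EGFP interrupted by mutant beta-globin intron 2 (IVS2-654), 500/well in 2% FCS. Treated with compound for 2 days at 37C. Splicing correction scored as total well GFP intensity (488 nm excitation, 500-520 nm emission); 500 nM antisense PNA served as control.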
# Pol III holo inh: DNA polymerase III holoenzyme inhibition | reconstituted DNA polymerase III holoenzyme replication, biochemical | Potency, µM (highest dose often 57.1 µM), for inactives: at the highest dose activity change, negative = inhibition | hit rate 0.25% among 71,000; note: potency is the fitted concentration of half-maximal effect; % is set by controls: 0 for no effect and ±100 for the full control effect
#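 Reconstituted *E. coli* holoenzyme (0.35 nM Pol III, 1 nM beta, 154 nM SSB, 2 nM primase) was preincubated with compound for 15 min at RT. Synthesis on 1.4 nM ssM13Gori ran 35 min, then was stopped with PicoGreen/EDTA and read as dsDNA fluorescence.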
# Hsp90 Hop PPI: changes Hsp90-Hop TPR2A binding signal, up or down. hit rate 0.44% among 71,000. AID 595. AlphaScreen TPR2A-His6 binding biotin-Hsp90 C-terminal peptide. Potency, µM (doses to about 57 µM), for the others: at the top dose activity change, negative = inhibition; active = well fitted curve in either direction with a large enough effect; inconclusive = small, poorly fitted or top-dose-only effect, or another doubt; note: potency is the fitted concentration of half-maximal effect; % is set by controls: 0 for no effect and ±100 for the full control effect; many of its hits are not listed in these tables
# BRCT inh green: BRCA1 BRCT-phosphoprotein interaction inhibition; hit rate 0.05% among 75,000; Potency, µM (highest dose often 76.9 µM), inactives show at the top dose activity change, negative = inhibition, most hits filed as inhibitors; AID 875; P38398; BRCA1 BRCT-phosphopeptide binding, green fluorescence polarization;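 note: potency is the fitted concentration of half-maximal effect; plate controls were peptide without protein for full effect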
#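 Fluorescence polarization: His-tagged BRCT (~35 kDa BRCA1 C-terminus, 250 nM) bound to 100 nM fluorescein-labeled phosphorylated 10-aa BACH1 peptide, pH 7.3 phosphate buffer with DTT and Tween 20. Compounds incubated 12 min at room temperature; inhibition read as lowered polarization.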
# Ub-GFP proteasome: proteasome inhibitors stabilizing ubiquitin-GFP reporter; Ubiquitin-GFP reporter cells, proteasome inhibition, GFP fluorescence; response scale: untreated = 0%, 10 µM MG-132 = 100%; Potency, µM (series often up to 45.9 µM), without a hit: at the highest dose activation (GFP accumulation), actives largely listed as activators; 67,000 tested, under 10 active; active = well fitted activation curve with a large enough effect, not every such curve was filed as active; inconclusive = small, poorly fitted or top-dose-only effect, or another doubt; inactive = no such curve, though single readings can be large or run the other way; note: potency is the fitted concentration of half-maximal effect
#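 U2OS cells expressing ubiquitin(G76V)-GFP, seeded overnight in 0.5% FBS medium, then treated 4 hr at 37 C across 46 uM to 2.9 nM. GFP-positive cells counted by laser cytometry (488 ex/515 em); %activity scaled between basal and 10 uM MG-132.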
# HADH2 inhib: HADH2 (human) dehydrogenase inhibition. Q99714. recombinant HADH2, NADH fluorescence, beta-hydroxybutyryl-CoA. Potency, µM (top dose mostly 57.1 µM), without a hit: at the top dose activity change, negative = inhibition, hits mostly inhibitors. hit rate 3.4% among 73,000. AID 886; note: potency is the fitted concentration of half-maximal effect; % is set by controls: 0 for no effect and ±100 for the full control effect; nearly all actives have a fitted effect of over 60% in size; many of its hits are not listed in these tables
# Target sequence (Q99714 whole entry, looked up, one chain of several): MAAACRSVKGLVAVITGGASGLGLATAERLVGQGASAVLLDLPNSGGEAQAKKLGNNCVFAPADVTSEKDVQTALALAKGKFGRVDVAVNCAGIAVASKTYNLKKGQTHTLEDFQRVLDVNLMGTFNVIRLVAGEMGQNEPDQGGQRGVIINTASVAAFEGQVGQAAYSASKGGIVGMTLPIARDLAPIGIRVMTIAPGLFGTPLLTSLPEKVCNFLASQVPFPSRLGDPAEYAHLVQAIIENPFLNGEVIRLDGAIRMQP
#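 Activity measured as NADH fluorescence gain (360/450 nm), taken as the change between first and last reads of a 4-min kinetic run. Conditions: pH 9.0 Tris buffer, 20 nM E. coli-expressed His-tagged enzyme, 1 mM NAD+, 90 uM beta-hydroxybutyryl-CoA; 15-min compound preincubation.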
# USP2a inhib: inhibitors of human ubiquitin-specific protease USP2a | AID 927 | Potency, µM (highest dose often 38.3 µM), for inactives: at the highest dose activity change, negative = inhibition, actives largely listed as inhibitors | hit rate 0.1% among 60,000 | USP2a enzymatic assay, qHTS inhibition | O75604;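 note: potency is the fitted concentration of half-maximal effect; nearly all actives have a fitted effect of over 60% in size; plate controls were DMSO for no effect and NEM full inhibition control for full effect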
#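 USP2 core (20nM final) preincubated 30 min RT with compound, then Ub-PLA2 20nM and NBD C6-HPC 20uM final added; buffer 20mM Tris-HCl pH 8.0, 2mM CaCl2. Fluorescence Ex 460/Em 535 read at 0 and 2.5 h; normalized to NEM.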
# GFP derepression: epigenetic modulators derepressing GFP locus in mouse cells. hit rate 0.09% among 68,000. mouse C127i GFP locus derepression, cytometry, 30 h. Potency, µM (series often up to 46.1 µM), inactives show at the highest dose GFP derepression (activation). AID 597; note: % of control where 0% means no effect
#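 Locus derepression in mouse mammary C127i cells whose integrated CMV-GFP reporter is normally silent; GFP expression after 30 h compound treatment was quantified by counting fluorescent cells.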
# * hit, by the source's call; u = inconclusive; x = no result given; [ ] = remark or other dose. Unless noted, calls come from the whole dose curve; as a rule, active = well fitted curve in the direction sought with a large enough effect; inconclusive = small, poorly fitted or top-dose-only effect, or another doubt; inactive = no such curve, though single readings can be large; an effect the other way counts as inactive or inconclusive.
SMILES,BRCT inh red,CRE Fsk mod,ALOX15 inhib,HBB splicing,Pol III holo inh,Hsp90 Hop PPI,BRCT inh green,Ub-GFP proteasome,HADH2 inhib,USP2a inhib,GFP derepression
CC(=O)Cc1nsc(NC(=O)c2ccc(-c3ccc(Cl)c(C(F)(F)F)c3)o2)n1,0.6%,u,u,-0.1%[57.5 µM],1%,-3%,-0.5%,-4%,-4%,6%,0%
COc1ccccc1C(c1nnnn1C1CCCC1)N1CCN2CCCC2C1 (configuration not stated),-1.7%,-9%,9%,-0.1%[57.5 µM],0%,58%,2.2%,-4%,26%,x,1%
CCOCCCNC(=O)C1CCN(S(=O)(=O)N2CCCCC2)CC1,0.4%,5%,3%,-1.8%[57.5 µM],0%,-1%,-1.3%,2%,6%,10%,-3%
O=C(C1CCCN(S(=O)(=O)Cc2ccccc2)C1)N1CCc2ccccc21 (configuration not stated),-0.8%,-12%,3%,-0.3%[57.5 µM],-6%,2%,-2.2%,-2%,0%,x,-1%
CC1(C)CC2(CCO1)N1CC3(C)CN2CC(C)(C1)C3O (configuration not stated),0.2%,-3%,2%,-2.1%,2%,-3%,-3.0%,-2%,-6%,-12%,0%
CC(C)c1[nH]nc2c1C(c1cccnc1)C(C#N)=C(N)O2 (configuration not stated),-0.8%,21%,9%,2.3%,-9%,-5%,0.2%,7%,-7%,-10%,3%
O=C(c1cccc(F)c1)N1CCC2(CCCN(c3ccccn3)C2)CC1,0.1%,11%,10%,3.1%,-3%,3%,-3.3%,-10%,-12%,21%,0%[9.22 µM]
Cc1nc2ccccn2c1/C(O)=C1\C(=O)C(=O)N(CCN2CCOCC2)C1c1cccs1 (configuration not stated),0.8%,18%,-3%,-0.5%,-5%,-3%,-1.0%,-10%,-6%,4%,-3%
CC1CCC(NC(=O)CN2CCCN(Cc3ccc(F)cc3Cl)C2=O)CC1 (configuration not stated),0.8%,8%,-4%,0.7%,-16%,1%,-2.2%,-6%,5%,21%,0%
CCc1nn(CC(=O)NCCCN(CC)Cc2ccccc2)c(=O)c2cc3sccc3n12,-2.3%,u,-22%,3.4%[1.84 µM],8%,-4%,1.8%,-7%,5%,10%,0%
CCOC(=O)c1c(C)oc2c(F)c(F)c(F)c(F)c2c1=O,0.7%,u,6%,-3.5%[0.369 µM],-4%,-4%,-1.3%,1%,-18%,-5%,6%
COCCn1c(SCC(=O)c2ccc(CNC(C)=O)o2)nc2ccccc2c1=O,-0.5%,8%,5%,2.1%,-5%,-3%,-0.3%,-7%,-24%,5%,9%
O=C(COC(=O)CNC(=O)c1ccc(Br)o1)Nc1ccc2c(c1)OCCO2,-0.4%,-4%,2%,-0.6%,-10%,3%,-1.6%,4%,9%,7%,5%
CN1CCN(C(=O)c2cc3nc(-c4ccc(F)cc4)cc(C(F)(F)F)n3n2)CC1,-0.4%,u,0%,-5.6%,3%,-5%,0.1%,-8%,9%,1%,1%
CCC(Sc1nncn1C)C(=O)Nc1nnc(-c2ccc(Cl)cc2)s1 (configuration not stated),-4.6%,u,9%,-0.7%,4%,0%,1.3%,-1%,8%,x,x
CCOc1ccc(C(=O)C2CCN(C(=O)c3ccccc3C(=O)O)CC2)cc1,0.1%,-1%,9%,x,0%,-2%,-0.3%,2%,-2%,-9%,1%
CCOc1ccc(C(=O)Nc2cc(OC)ccc2OC)cc1,1.6%,8%,-5%,-0.7%[9.22 µM],2%,-2%,1.3%,2%,-12%,-1%,-2%
CCOC(=O)N1C(=O)c2cc(OC)ccc2S1(=O)=O,-0.2%,-6%,8%,x,-1%,u,0.7%,-3%,7%,-7%,1%
COc1ccc(OC)c(S(=O)(=O)Nc2cc(Cl)cc(Cl)c2)c1,0.3%,-9%,-11%,4.9%,3%,0%,-1.6%,2%,-1%,0%,6%
O=C(NC12CC3CC(CC(C3)C1)C2)c1cc2nc(-c3ccco3)cc(C(F)(F)F)n2n1,0.2%,u,-9%,x,-5%,10%,-2.0%,2%,-11%,29%,0%
COc1ccc(C2C(C#N)=C(N)OC3=C2C(=O)CC(C)C3)c(OC)c1OC (configuration not stated),0.9%,3%,0%,-1.3%,-4%,-2%,-0.2%,-7%,-7%,u,0%
CC(C)c1ccc(OC(=O)NCCO)cc1,0.4%,4%,14%,0.2%,-2%,-2%,0.0%,-5%,-1%,2%,-2%
CC(C)C[C@H](NC(=O)NCc1ccccc1Cl)C(=O)O,-1.2%,u,7%,2.3%[1.84 µM],-4%,1%,-0.1%,3%,6%,6%,-2%
COc1ccc(OCC(=O)Nc2ccc(S(=O)(=O)Nc3cc(C)nc(C)n3)cc2)cc1,-0.2%,-8%,7%,0.0%[57.5 µM],-5%,0%,-0.7%,3%,16%,2%,0%
O=C1NC(c2ccccn2)Nc2sc3c(c21)CCC3 (configuration not stated),0.2%,u,14%,-0.2%,-1%,32µM*,0.0%,3%,u,16%,-2%
# Next part
SMILES,BRCT inh red,CRE Fsk mod,ALOX15 inhib,HBB splicing,Pol III holo inh,Hsp90 Hop PPI,BRCT inh green,Ub-GFP proteasome,HADH2 inhib,USP2a inhib,GFP derepression
COc1ccccc1CNC(=O)CNCC1CCCO1 (configuration not stated),-0.9%,-4%,0%,0.2%[57.5 µM],-4%,-1%,-1.1%,0%,2%,2%,0%
CCOC(=O)c1[nH]c(=O)c2ccccc2c1O,-0.1%,5%,25%,-3.0%,3%,-7%,-0.5%,1%,3%,-7%,9%
CCOC(=O)N1CCC(NS(=O)(=O)c2cc(Br)cnc2N)CC1,0.9%,-19%,4%,-1.7%,-7%,-3%,-0.4%,4%,-1%,12%,-3%
CCCCSc1nnc([C@@H]2CCCN2C(=O)OC(C)(C)C)o1,-1.6%,6%,-11%,-2.5%[57.5 µM],-3%,-1%,-1.4%,3%,16%,7%,6%
Fc1ccc(C(c2nnnn2C2CCCC2)N2CCN(Cc3ccncc3)CC2)cc1 (configuration not stated),0.1%,1%,5%,x,-5%,-3%,0.8%,-6%,-8%,63%[activator],1%
O=C(NC1CCCc2ccccc21)C1CCC(CNc2c(N3CCOCC3)c(=O)c2=O)CC1 (configuration not stated),-1.0%,-12%,1%,-0.9%,2%,-6%[2.3 µM],-1.4%,-3%,-19%,x,x
O=C(Oc1ccc(OC(=O)N2CCCCC2)cc1)c1ccccc1,-1.9%,-3%,-8%,-0.9%,-2%,-1%,-2.4%,0%,-2%,-5%,2%
COc1ccc(CN=CC2=C(O)CC(C)(C)CC2=O)cc1,-1.0%,u,2%[11.4 µM],2.3%[0.0738 µM],-9%[11.4 µM],-7%[11 µM],-0.4%,6%[9.17 µM],-3%[11.4 µM],4%[7.66 µM],0%
O=C(CCCOc1ccccc1)Nc1nccs1,0.2%,u,7%,1.0%,-2%,-2%,0.0%,0%,6%,7%,0%
Cc1nc2c(c(=O)n1CCC1=CCCCC1)c1nc3ccccc3nc1n2/N=C/c1ccco1,0.1%,u,-2%,3.3%[57.5 µM],-7%,-4%,1.5%,-1%,-28%,58%[activator],0%
O=C(CC(NS(=O)(=O)c1ccc(Cl)cc1)c1ccco1)NCc1ccco1 (configuration not stated),-0.3%,-12%,-1%,1.1%,0%,1%,-2.7%,-11%,-1%,-4%,-3%
CC(=O)Oc1cccc(N2C(=O)C3C4C=CC(C4=C(C)C)C3C2=O)c1 (configuration not stated),-1.2%,-3%,5%,-0.6%,-4%,-1%,-0.8%,-6%,u,1%,2%

# Some of the compounds tested; count on the stated rates, not on these rows.
